From PubChem
PRMT1 inh = inhibitors of human PRMT1; Q99873; recombinant PRMT1, activity-based probe fluorescence polarization; inhibition, % at 2.79 µM; actives 1.3% (n = 370,000);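 active means inhibition above about 21% made by adding two undisclosed values, limit read from the data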
HTRA1 inh = HTRA1 (human) protease inhibition. Q92743. actives 0.5% (n = 340,000). AID 504803. inhibition, % at 5.96 µM. recombinant HTRA1, FP-rhodamine activity-based probe, fluorescence polarization; in the data active means inhibition above about 36%;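 further: 0% = enzyme with DMSO and 100% = wells lacking enzyme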
TCR CD3 inh = human TCR-CD3 binding inhibition; TAMRA-labeled TCR probe fluorescence, biochemical; inhibition, % at 9.4 µM; actives 0.37% (n = 360,000); in the data active means inhibition above about 19%;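 further: recombinant mutant TCR 2C K166C tagged with TAMRA read by polarization; 0% = receptor in buffer alone and 100% = receptor with positive control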
PG9 binder = binds the HIV-1 gp120 antibody PG9. actives 0.43% (n = 360,000). TR-FRET gp120-PG9 antibody binding. inhibition, % at 6.7 µM. AID 624416; in the data active means inhibition above about 8.5%
LEDGF integ inh = blocks HIV-1 LEDGF/p75-dependent DNA integration; inhibition, % at 3.7 µM; TR-FRET IN-LEDGF/p75 DNA integration, Eu/Cy5; actives 0.64% (n = 370,000);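 active means inhibition above the screen-wide mean plus 3 SD, cut at about 13% in these data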;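 further: signal is the Cy5 over europium emission ratio at 671 and 618 nm; 0% = plate median of compound wells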
MBD2 DNA inh = blocks human MBD2 binding to methylated DNA; actives 0.31% (n = 370,000); inhibition, % at 4.4 µM; AID 686964; TR-FRET, MBD2 binding to methylated oligonucleotide; in the data active means inhibition above about 13%
Target sequence (Q9UBB5 whole entry, looked up): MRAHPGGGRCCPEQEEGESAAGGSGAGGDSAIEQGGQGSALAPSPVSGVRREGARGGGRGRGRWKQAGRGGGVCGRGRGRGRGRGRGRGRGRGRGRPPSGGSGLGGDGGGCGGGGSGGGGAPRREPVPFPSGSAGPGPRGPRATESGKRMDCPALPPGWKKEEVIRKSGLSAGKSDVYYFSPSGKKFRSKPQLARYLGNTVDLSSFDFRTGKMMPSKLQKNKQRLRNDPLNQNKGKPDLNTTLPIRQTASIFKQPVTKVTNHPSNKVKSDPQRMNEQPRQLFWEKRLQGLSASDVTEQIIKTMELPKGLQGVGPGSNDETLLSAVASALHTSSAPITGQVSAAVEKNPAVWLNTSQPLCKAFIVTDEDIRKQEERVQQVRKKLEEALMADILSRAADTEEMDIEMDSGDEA
rCAG RNA binder = r(CAG) repeat RNA binding | actives 1.3% (n = 370,000) | TO-PRO-1 dye displacement fluorescence | inhibition, % at 3 µM;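 active means inhibition above the plate cutoff, the mean of all test compounds on that plate plus 3 SD, cut at about 35% in these data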;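 further: 0% = DMSO alone and 100% = 100 µM mitoxantrone as full dye displacement; higher means more dye released from RNA so lower well fluorescence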
ABHD4 inh = inhibitors of mouse ABHD4 | Q8VD66 | purified mABHD4, FP-Rh probe fluorescence polarization | inhibition, % at 8.92 µM | actives 0.54% (n = 370,000) | AID 720543;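 active means inhibition exceeding the mean over every tested compound plus 3 SD, cut at about 30% in these data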;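 further: 0% = plate median of compound wells and 100% = S159A mutant with DMSO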
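system = mouse ABHD4 enzyme, wild type | medium = HEPES pH 7.0, NaCl, Pluronic buffer | also added = FP-Rh probe | incubation = Enzyme–compound pre-incubation 45 min, then probe 60 min, both 25 °C | technique = fluorescence polarization, excitation 525 nm, emission 598 nm, BODIPY TMR filters | controls = S159A mutant high control, sample median low control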
NR1D1 modulator = modulators of human Rev-erb alpha DNA binding; Rev-erbα–FITC-DNA binding, fluorescence polarization, 90 min; P20393; actives 0.79% (n = 370,000); AID 1259318; activity, % at 10 µM;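 active means activity above about 14%, limit read from the data; passing the limit was not always enough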;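 further: 0% = DMSO wells with 35 nM protein and 100% = DMSO wells with 750 nM protein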
Target sequence (P20393 whole entry, looked up): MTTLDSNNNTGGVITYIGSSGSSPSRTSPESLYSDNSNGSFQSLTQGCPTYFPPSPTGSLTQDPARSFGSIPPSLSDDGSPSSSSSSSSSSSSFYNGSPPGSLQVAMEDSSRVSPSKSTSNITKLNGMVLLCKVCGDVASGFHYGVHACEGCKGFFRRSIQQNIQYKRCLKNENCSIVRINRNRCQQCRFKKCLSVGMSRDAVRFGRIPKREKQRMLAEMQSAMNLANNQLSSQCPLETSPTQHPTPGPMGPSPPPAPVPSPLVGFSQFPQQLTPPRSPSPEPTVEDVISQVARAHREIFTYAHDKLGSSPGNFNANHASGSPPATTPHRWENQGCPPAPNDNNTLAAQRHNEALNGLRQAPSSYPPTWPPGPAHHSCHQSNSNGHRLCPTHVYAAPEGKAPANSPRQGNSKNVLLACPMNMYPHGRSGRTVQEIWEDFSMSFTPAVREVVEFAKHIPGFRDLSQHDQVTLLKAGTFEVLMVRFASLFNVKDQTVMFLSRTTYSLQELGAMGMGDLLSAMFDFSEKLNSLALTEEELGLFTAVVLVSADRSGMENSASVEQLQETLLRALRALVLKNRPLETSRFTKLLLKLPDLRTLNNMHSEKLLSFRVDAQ
UHRF1 MBD2 ctr = blocks human UHRF1 binding to methylated DNA. UHRF1 binding to methylated oligo, TR-FRET. inhibition, % at 4.4 µM. actives 0.75% (n = 370,000). Q96T88; in the data active means inhibition above about 21%;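 further: UHRF1 SRA domain binding a hemimethylated CpG hairpin DNA probe; 0% = median of test compound wells and 100% = reference inhibitor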
* hit, by the source's call; . = not tested or not shown. The list is partial. The share of hits here may be higher or lower than overall.

SMILES | PRMT1 inh | HTRA1 inh | TCR CD3 inh | PG9 binder | LEDGF integ inh | MBD2 DNA inh | rCAG RNA binder | ABHD4 inh | NR1D1 modulator | UHRF1 MBD2 ctr
O=C(COc1ccc(S(=O)(=O)N2CCOCC2)cc1)Nc1ccccc1Cl | -1.1 | -2.4 | 3.7 | -2.0 | 4.1 | -6.6 | 0.2 | 10.4 | 1.9 | 0.6
Cc1ccc(C2NCCS2)cc1 (stereo not drawn) | 32.3* | 1.5 | -9.2 | 0.5 | 7.2 | -3.5 | 1.7 | -9.3 | -5.8 | 3.2
CCOc1ccc2nc(NCCCO)[nH]c2c1 | 0.4 | 0.3 | -0.2 | -1.2 | -0.3 | -2.7 | -1.1 | 2.6 | -8.1 | 0.0
Cc1nc2ccsc2c(=O)n1-c1cccc(Cl)c1 | -2.0 | 6.5 | -0.5 | -0.6 | -4.0 | 2.5 | 5.8 | 0.1 | 7.5 | -3.2
O=C(CNC(c1ccccc1)c1ccccc1)Nc1ccccc1F | 2.0 | -34.4 | 1.4 | -1.5 | 1.3 | 1.2 | -1.2 | -3.4 | 7.8 | -1.9
C=CCNC(=S)NN(c1ccccc1)c1ccccc1 | 4.3 | 3.3 | -5.5 | 2.1 | -2.6 | -0.8 | -2.6 | 4.7 | 3.1 | 2.8
Cc1c(C(=O)NCCSCc2ccccc2)cccc1[N+](=O)[O-] | -2.9 | -11.4 | -4.3 | 2.5 | 0.5 | 4.2 | -3.4 | -0.1 | -1.6 | 4.4
Cn1c(=O)n(Cc2ccccc2)c(=O)c2c1nc1n2CCN1Cc1ccco1 | -1.9 | -0.9 | 3.2 | -0.7 | 1.4 | 5.1 | -7.9 | -1.4 | -1.3 | -2.4
O=C(Nc1nc(-c2ccccc2)nc2ccccc12)c1ccc(F)cc1 | -2.5 | 5.3 | 7.1 | 11.0* | -2.9 | 4.7 | 5.8 | -0.2 | 1.9 | -2.2
Cc1ccc(C(=O)N(Cc2nnc(-c3ccccc3Cl)o2)C2CC2)o1 | -4.5 | 3.5 | 2.7 | 0.7 | 5.3 | -4.5 | 4.0 | -4.3 | 1.4 | -5.1
CC(C)NC(=O)c1ccc(COc2cccc3ccccc23)o1 | 1.1 | -18.1 | 5.0 | -1.4 | 0.1 | -1.2 | 9.6 | 2.4 | -1.0 | 0.1
Cc1ccccc1Nc1n[nH]c(C)c1[N+](=O)[O-] | -1.2 | -1.0 | 1.4 | -1.4 | 3.8 | -11.0 | 5.3 | -5.5 | -4.9 | -1.0
CN(C)CCNC(=O)C(=O)Nc1ccc2c(c1)N(S(=O)(=O)c1cccs1)CCC2 | -4.5 | 4.4 | 0.1 | -0.5 | 3.4 | -0.7 | -4.5 | -4.2 | 3.6 | -2.4
CCCOC1CCCN(C(=O)c2cc(COc3ccc(-n4cncn4)cc3)on2)C1 (stereo not drawn) | -0.8 | -4.3 | 5.2 | -0.7 | -0.6 | -3.5 | -5.7 | -4.2 | -4.9 | -1.0
O=C(N/N=C/c1ccc([N+](=O)[O-])cc1)c1ccc2nc[nH]c2c1 | 0.2 | -1.4 | -6.4 | -1.4 | 3.1 | 6.1 | -0.6 | 9.6 | 6.0 | -3.8
Cn1cccc1Cc1nnc(SCC(=O)N2CCOCC2)n1CCc1ccccc1 | 0.9 | 2.7 | 2.5 | -0.5 | 3.0 | 0.7 | 1.1 | -2.0 | -2.0 | -0.8
O=C(Nc1ccc(Cl)cc1C(=O)Nc1ccccn1)c1ccco1 | -1.4 | -23.4 | -2.3 | 0.2 | -1.3 | 0.9 | 1.6 | -5.0 | -1.0 | -2.6
O=C(O)c1cc(S(=O)(=O)Nc2ccc3oc(=O)sc3c2)ccc1O | 85.8* | . | 0.6 | -1.0 | 15.7* | 1.2 | 59.6* | 22.1 | 1.2 | 2.4
Cc1c(C(=O)OCC(=O)N(CCC#N)c2ccccc2)oc2c1ccc1ccccc12 | 1.1 | -14.8 | 3.6 | -1.1 | 0.3 | 1.1 | 2.0 | -5.0 | 5.5 | -0.4
Nc1nnn(CC(=O)N/N=C/c2cccc(Cl)c2)n1 | -0.9 | 7.2 | 8.8 | -0.6 | 4.4 | -5.4 | -2.0 | -2.2 | 2.7 | -0.7
CCCCCN(C(=O)CCC(=O)OCc1ccccc1C(F)(F)F)c1c(N)n(CCCC)c(=O)[nH]c1=O | -2.2 | -9.6 | 10.1 | -1.1 | -1.3 | 0.7 | -8.1 | 3.0 | -5.3 | -1.4
Cc1cccc(NC(=O)c2nc[nH]c2C(=O)N(C)Cc2ccccc2)c1 | -1.3 | -26.7 | 10.0 | -1.3 | -0.9 | -2.3 | 0.2 | 1.8 | -4.2 | -1.6
CC1CCCCC12NC(=O)N(CC(=O)Nc1ccc(N3CCOCC3)cc1)C2=O (stereo not drawn) | -0.7 | 6.2 | 4.1 | -2.9 | 1.0 | 1.6 | -1.8 | 0.4 | -1.9 | -3.2
COc1ccc(/C=C/C(=O)N2CCNC(=O)C2)c(OC)c1 | 7.0 | 2.6 | -6.2 | -0.3 | 11.3 | -2.3 | 2.2 | 10.5 | -8.1 | 0.2
CC1(C)CC(=O)c2sc(N)nc2C1 | -0.9 | 4.0 | -0.5 | -2.6 | 1.3 | 2.2 | -2.0 | 2.6 | -4.0 | -3.4
COc1cc(/C=N/NC(=O)C2COc3ccccc3O2)cc(OC)c1OC (stereo not drawn) | 0.2 | 4.9 | -4.5 | -2.6 | -2.9 | 2.3 | -8.2 | 7.6 | 4.6 | 1.3
O=C1C=C(N2CCCCC2)C2(CCCCC2)O1 | -2.0 | 6.6 | 4.2 | -2.2 | 2.1 | 2.9 | -3.3 | -2.1 | 3.7 | -3.1
Cc1csc2ncc(C(=O)Nc3ccc(C(F)(F)F)cc3)c(=O)n12 | -2.6 | 4.8 | 0.4 | -0.9 | 6.0 | -6.7 | 2.2 | 3.6 | 21.1 | -1.4
COc1ccc(CNC(=O)c2cccc3c2C(=O)N(Cc2cccnc2)C3)cc1 | -1.7 | 4.5 | 3.6 | -1.9 | 0.6 | 0.3 | -4.7 | -7.0 | -1.1 | 0.5
Cc1ccc(S(=O)(=O)NN=Cc2ccco2)cc1 | 0.3 | 0.5 | 3.0 | -1.4 | 1.7 | -6.8 | 2.6 | -0.3 | -5.9 | -4.4
CC(C)C(=O)Nc1ccc(Nc2ccccc2)cc1 | -2.9 | 2.7 | 5.8 | -5.3 | -6.1 | -1.7 | -3.6 | -3.6 | -0.4 | -1.7
CCOC(=O)N1CCC(C(N)=O)CC1 | 2.9 | 2.8 | -0.3 | 1.1 | 1.3 | 6.3 | -2.8 | -4.5 | -1.6 | -0.1
Cc1ccccc1C(=O)O/N=C/c1c(N2CCOCC2)n(C)c2ccccc12 | -2.2 | -5.2 | 13.5 | -3.9 | 1.1 | -0.2 | -2.1 | -0.4 | -0.8 | -3.9
COc1cc(NC(=O)C(=O)NCCN2CCNCC2)c(OC)cc1Cl | 2.9 | 2.2 | -2.3 | -0.9 | -3.7 | 1.1 | 0.9 | 3.4 | -0.5 | -0.7
O=C(Nc1ccccc1)c1cccc(=O)o1 | -4.1 | 7.8 | 2.0 | -1.9 | 4.9 | -10.9 | 26.4 | -2.1 | 5.0 | -1.5
C[C@@H]1Cn2cnc(C(=O)N3CCN(C(=O)OC(C)(C)C)CC3)c2C(=O)N1 | 0.1 | . | 19.5* | -1.1 | -3.4 | -9.2 | -0.8 | 0.7 | 0.8 | -1.2
O=C(Nc1ccc(Br)c2cccnc12)c1ccc(Cn2cc([N+](=O)[O-])cn2)o1 | 1.0 | -6.2 | 4.5 | -1.6 | -3.2 | -5.2 | 11.9 | 0.4 | 0.5 | -1.6
Cc1ccc(S(=O)(=O)NCCC(=O)OCC(=O)N(Cc2ccccc2)C(C)(C)C)cc1C | 1.9 | -21.9 | 3.1 | 0.8 | -4.7 | 5.4 | -4.0 | -15.5 | 0.9 | 3.2
CN(C)C=Nc1ncc2c3ccccc3n(Cc3ccccc3)c2c1C#N | -0.5 | -12.7 | 2.7 | -3.0 | -2.8 | -8.3 | -1.6 | 0.8 | 34.4* | -6.4
Cc1[nH][nH]c(=O)c1C(c1ccc(O)c([N+](=O)[O-])c1)c1c(C)[nH][nH]c1=O | -0.1 | -2.3 | -4.5 | -0.6 | 5.1 | -11.5 | 1.6 | 12.4 | 3.5 | -18.1

In the list so far, two have a tert-butyl group:
SMILES | PRMT1 inh | HTRA1 inh | TCR CD3 inh | PG9 binder | LEDGF integ inh | MBD2 DNA inh | rCAG RNA binder | ABHD4 inh | NR1D1 modulator | UHRF1 MBD2 ctr
C[C@@H]1Cn2cnc(C(=O)N3CCN(C(=O)OC(C)(C)C)CC3)c2C(=O)N1 | 0.1 | . | 19.5* | -1.1 | -3.4 | -9.2 | -0.8 | 0.7 | 0.8 | -1.2
Cc1ccc(S(=O)(=O)NCCC(=O)OCC(=O)N(Cc2ccccc2)C(C)(C)C)cc1C | 1.9 | -21.9 | 3.1 | 0.8 | -4.7 | 5.4 | -4.0 | -15.5 | 0.9 | 3.2

(list continues)
SMILES | PRMT1 inh | HTRA1 inh | TCR CD3 inh | PG9 binder | LEDGF integ inh | MBD2 DNA inh | rCAG RNA binder | ABHD4 inh | NR1D1 modulator | UHRF1 MBD2 ctr
Cc1ccc(-n2nc(C)c(NC(=O)COC(=O)c3ccccc3NCCO)c2C)cc1 | 5.2 | 8.0 | -3.4 | 1.6 | -0.1 | 3.4 | -3.8 | 0.2 | 0.3 | 4.6
CCCC(=O)N1CCC1(C)C(=O)NS(=O)(=O)c1ccc(C(C)(C)C)cc1 (stereo not drawn) | -7.4 | . | 2.6 | -0.7 | 2.5 | -3.7 | 3.2 | 1.2 | 8.0 | -0.1
COCCCNC(=O)C1CC(=O)N(c2ccc(C)cc2)C1 (stereo not drawn) | -4.0 | -4.7 | 5.5 | -0.5 | -0.2 | -6.6 | -3.3 | -2.7 | 4.3 | -3.4
O=C(CCCCCn1c(=O)[nH]c2ccccc2c1=O)NCCc1c[nH]c2ccccc12 | 0.6 | -2.4 | 0.1 | 0.1 | -0.5 | 2.5 | -1.7 | 5.4 | 0.7 | -0.5
COc1ccc(OC)c(NC(=O)COC(=O)c2ccc(S(=O)(=O)N3CCCCC3)cc2)c1 | -9.3 | -12.9 | -1.2 | 0.3 | 1.1 | -0.6 | 0.3 | 5.4 | 0.8 | -0.5
CCc1nnc(N2C(=O)c3cccc4cccc(c34)C2=O)s1 | -0.6 | 7.6 | -6.8 | 1.1 | 1.6 | -13.4 | -3.0 | 0.3 | 2.8 | -5.1
Cc1oc(-c2ccccc2)nc1CS(=O)CC(=O)O (stereo not drawn) | 12.7 | -4.0 | 0.1 | 0.6 | 3.2 | 7.7 | 1.4 | -6.0 | -8.3 | 7.1
O=C(CN1CCc2ccccc21)Nc1ccc2c(c1)OCO2 | -0.6 | -2.8 | 3.5 | -1.4 | -0.5 | -6.4 | 1.6 | 10.6 | 2.4 | 0.4
Cc1ccc(S(=O)(=O)NCCN=Cc2ccc(N(C)C)cc2)cc1 | -9.2 | 7.9 | 0.5 | -2.1 | 1.2 | -0.9 | -1.3 | 7.4 | 6.8 | -1.2
NS(=O)(=O)c1ccc(S(=O)(=O)N2CCCC(c3ccccc3)C2)cc1 (stereo not drawn) | 4.6 | -5.3 | -2.8 | 1.8 | 1.8 | 6.9 | 3.7 | -9.2 | 3.0 | 2.7
CCc1cccc(NC(=O)NC2CCCCC2)c1 | -0.5 | -7.0 | -4.4 | 0.0 | 1.1 | -1.2 | -4.2 | -4.0 | -0.7 | -0.2
Cc1ccc(CN2CCN(C(=O)CCN3C(=O)c4ccccc4C3=O)CC2)cc1 | 1.2 | 4.6 | -11.2 | -0.9 | 79.2* | 3.8 | -2.1 | -6.0 | -2.0 | 2.8
